Hep lipid drop = hepatic lipid droplet formation modulation | AML12 mouse hepatocytes, oleate lipid droplets, BODIPY imaging | inhibition, % at 6.5 µM | 0.4% of 240,000 active | AID 1656;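 active = lipid droplet intensity inhibited by at least 50%, with more than 500 cells counted; inconclusive = wells with under 300 cells, treated as cytotoxic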
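Test system: AML12 mouse liver cells; schedule: overnight exposure; technique: high-content imaging of BODIPY-stained droplets and DAPI nuclei; read-out: % inhibition of corrected integrated BODIPY droplet signal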
HEK293 NOD2/NF-kB = inhibition of NOD2-driven NF-kB reporter – cell-based, luminescence, uHTS, HEK293 (AID 1566). HEK293 NOD2/NF-kB luciferase reporter, luminescence; higher % means a stronger effect. inhibition, % at 4 µM, or EC50 in µM where a hit was titrated. 0.63% of 290,000 active; also: many of its hits are not listed in these tables
CSM14.1 death rescue = protection against thapsigargin-triggered cell killing – 384-well, CSM14.1, ATP luminescence, primary screen (AID 1222); 190,000 tested, under 10 active; CSM14.1 thapsigargin-induced death rescue, ATP luminescence; higher % means a stronger effect; one-dose cellular ATP content (survival), % at 20 µM; EC50 in µM for titrated hits;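 active = EC50 below 50 µM in the dose-response confirmation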;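 also: death triggered by thapsigargin at about 15 µM added after 2 h compound pretreatment; cell ATP read after overnight thapsigargin exposure of roughly 18 to 22 hours; normalized against plate controls of thapsigargin alone and 5% DMSO vehicle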
SIAH1 antagonists = Siah-1 peptide-binding antagonists, primary screen, biochemical, fluorescence polarization, rhodamine-plectin, uHTS (AID 1817) | Siah-1 / rhodamine-plectin peptide fluorescence polarization; higher % means a stronger effect | one-dose displacement, % at 20 µM; IC50 in µM for titrated hits | 0.02% of 290,000 active;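 active = displacement of at least 50% at 20 µM, with a fluorescence ratio check between 0.3 and a set limit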;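 also: plate controls were Siah plus tracer with DMSO for no effect and tracer alone without Siah for full effect; strong numbers were not always called active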
P. falciparum M1AAP = P. falciparum M1AAP inhibitors, biochemical, fluorogenic H-Leu-NHMec substrate, 1536-well (AID 1445). recombinant M1AAP, H-Leu-NHMec fluorogenic kinetic assay; higher % means a stronger effect. inhibition, % at 30 µM, or IC50 in µM where a hit was titrated. 0.42% of 220,000 active;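 active = primary inhibition above the hit cutoff, then over 50% inhibition at one or more dose response concentrations, cut at about 23% in these data, passing the limit was not always enough; inconclusive = conflicting primary data, or primary hits not chosen for dose response; inactive = low primary inhibition, or under 50% at every dose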;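 also: plate controls were DMSO full reaction for no effect and no enzyme background for full effect; strong numbers were not always called active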
P. falciparum M17LAP = P. falciparum M17LAP inhibitors, primary screen, biochemical, fluorogenic H-Leu-NHMec substrate, 1536-well (AID 1619). 0.38% of 220,000 active. recombinant M17LAP, H-Leu-NHMec fluorogenic kinetic assay; higher % means a stronger effect. one-dose inhibition, % at 30 µM; IC50 in µM for titrated hits;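 active = compound inhibiting the enzyme by more than half at any dose during confirmatory dose-response retesting; inconclusive = strong single-dose inhibitors picked by rank but not retested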;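 also: plate controls were full reaction with DMSO carrier for no effect and no enzyme background for full effect; strong numbers were not always called active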
AID2073 = disruptors of CaV2.2 binding to Mint1 – biochemical, HTRF (AID 2073); HTRF protein-protein interaction, Mint1-CaV2.2; higher % means a stronger effect; inhibition, % at 20 µM; hits with a dose series show IC50 in µM; 0.19% of 290,000 active; in the data active = inhibition mostly above about 51%, no sharp cut-off; inconclusive = no clear call, values can overlap the other calls; inactive = mostly below about 53%; also: some results filed as inactive read as strong as hits
LYP phosphatase = PTPN22 lymphoid phosphatase activity blockers – biochemical, fluorescence intensity, uHTS (AID 1779) | recombinant LYP phosphatase, fluorescence intensity; higher % means a stronger effect | one-dose inhibition, % at 11.5 µM; IC50 in µM for titrated hits | 0.054% of 290,000 active;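 also: plate controls were vehicle with enzyme for no effect and no enzyme for full effect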
XIAP displacement = XIAP antagonists, biochemical, IAP family, fluorescence polarization (AID 1018). XIAP BIR domain, fluorescence polarization peptide displacement; higher % means a stronger effect. displacement, % at 20 µM; hits with a dose series show IC50 in µM. 0.007% of 200,000 active; in the data active = displacement above about 50%; also: a part of the inactive calls stands beside numbers as strong as those of hits
Hep lipid drop cells 6.5 µM = further read-out of Hep lipid drop, marked with its call; cell count; measured here: cell count, cytotoxicity flag;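 cells counted across two imaged fields per well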
* hit, by the source's call; ? = inconclusive; · = not tested or not shown. Rule as the data show it, unless noted: active = inhibition above about 50%; inactive = the rest.

SMILES | Hep lipid drop | Hep lipid drop cells 6.5 µM | HEK293 NOD2/NF-kB | CSM14.1 death rescue | SIAH1 antagonists | P. falciparum M1AAP | P. falciparum M17LAP | AID2073 | LYP phosphatase | XIAP displacement
CC(=O)c1nc2ccccc2n1S(=O)(=O)c1ccc(Cl)cc1 | · | · | 13% | -3.1% | -5% | 1% | 1% | 3% | -4% | -4.6%
C=CCn1cc(/C=N/Nc2nc3ccccc3[nH]2)c2ccccc21 | -6 | 649 | -67% | -3.3% | -12% | -4% | -8% | -1% | 0% | -6.9%
Cc1cccc(C(=O)N2CCC(c3nc4ccccc4s3)CC2)c1 | -19 | 712 | 7% | 9.6% | 0% | 1% | 0% | -7% | 4% | -6.8%
CC(C)(C)OC(=O)N1CCC(CNC(=O)c2ccccc2)CC1 | 10 | 744 | -5% | · | 1% | -5% | 0% | 4% | -2% | ·
COc1ccc(CCNC(=O)Cc2cc(OC)c(OC)cc2Br)cc1OC | -11 | 700 | 17% | 0.3% | 10% | -3% | -1% | 2% | -6% | -3.5%
COc1ccc(NC(=O)C2CCN(C(=O)C3CC(=O)N(c4ccc(C)cc4)C3)CC2)cc1 (stereo not drawn) | 0 | 731 | 12% | · | -2% | · | · | 3% | -15% | ·
COC(=O)c1cc(S(=O)(=O)N2CCC(c3cc(OC)ccc3OC)C2)c[nH]1 (stereo not drawn) | -9 | 706 | 42% | · | 13% | · | · | 10% | -12% | ·
COCC(=O)N/N=C\c1ccccc1OC/C=C/c1ccccc1 | 9 | 666 | -76% | · | 1% | · | · | -2% | -2% | ·
CNC(=S)N/N=C/c1c(C(=O)OC)cnn1-c1ccc(F)cc1F | -4 | 731 | 21% | · | 3% | 10% | 0% | -1% | 0% | ·
CC(C)(C)C(=O)N1CCC(O)(CS(=O)(=O)Cc2ccc(Cl)cc2)CC1 | · | · | 7% | -2.1% | 4% | -4% | 10% | -7% | -7% | 1.2%
O=S(=O)(c1ccccc1)N(C1=NCCS1)S(=O)(=O)c1ccccc1 | 1 | 781 | 7% | 1.0% | 3% | 6% | 0% | 1% | 4% | -2.1%
COc1ccc(OC)c(S(=O)(=O)NCCC(C)C)c1 | 2 | 695 | 17% | 1.5% | 8% | 2% | 5% | ? | -13% | -2.8%
Cc1cccc(OCC(=O)NCCNC(=O)c2ccncc2)c1 | 0 | 850 | 12% | · | 0% | · | · | 0% | -11% | ·
O=C1c2ccccc2C(=O)N1CCOc1ccccc1Br | 2 | 756 | -17% | · | 4% | · | · | 2% | 0% | ·
O=C(Nc1ccc2c(c1)OCO2)Oc1ccccc1 | 13 | 794 | -24% | -3.3% | 4% | 0% | 20% | -61% | -2% | -6.4%
COc1ccc(OC)c(NC(=O)C2C3C=CC(C3)C2C(=O)NCc2ccccn2)c1 (stereo not drawn) | · | · | 9% | 0.0% | 0% | 89µM* | 23% | -3% | -10% | -3.6%
CC(C)NC(=O)/C(C#N)=C\c1ccc(N(C)C)c(Br)c1 | -2 | 704 | 4% | -1.4% | 4% | 5% | 3% | 0% | 0% | -1.4%
CC1CC(C)CN(c2ncnc3c2cnn3Cc2ccc(Cl)cc2)C1 (stereo not drawn) | -18 | 724 | -4% | -1.6% | 1% | 2% | 1% | 2% | -4% | -2.1%
COCCNC(=O)C(c1ccco1)N(C(=O)Cn1nnc2ccccc21)c1ccccc1C (stereo not drawn) | 7 | 701 | 11% | -2.6% | 0% | 6% | 3% | -7% | -11% | 6.0%
CCC1(C)Cc2c(sc3c2c(=O)n(C)c2nnc(SCCc4ccccc4)n32)CO1 (stereo not drawn) | · | · | 21% | 1.1% | -1% | 2% | -9% | 4% | 1% | -0.1%
CC(C)NC(=S)N1CCN(S(=O)(=O)c2cccc(C(F)(F)F)c2)CC1 | ? | · | 9% | -1.3% | 5% | 12% | 2% | -14% | -8% | 1.0%
CC(C)NCC1CCc2cc(CO)c([N+](=O)[O-])cc2N1 (stereo not drawn) | -11 | 716 | 11% | · | 4% | 3% | -1% | 6% | -6% | ·
COc1cccc(-n2c(SCC(=O)N3CCc4ccccc43)nnc2-c2c[nH]c3ccccc23)c1 | 0 | 733 | -7% | -1.7% | 0% | 6% | -11% | 1% | 1% | -16%
CCc1ccc(NC(=O)CO/N=C(\C)c2cc3ccccc3o2)cc1 | -11 | 649 | -6% | -1.6% | 7% | 2% | 4% | 1% | -4% | -1.7%
Cc1cccc(NC(=S)N/N=C/c2ccc(Cl)c([N+](=O)[O-])c2)c1 | · | · | -18% | -0.2% | 0% | 12% | -7% | -1% | 3% | 0.4%
COc1ccc(/C=C/c2c(-c3ccc(OC)cc3)oc3ccccc23)cc1 | · | · | 11% | · | 1% | · | · | 28% | -2% | ·
Cc1cc(C(C)(C)C)ccc1OCC(=O)N/N=C\c1c(C)n(C)n(-c2ccccc2)c1=O | -10 | 816 | 14% | · | 9% | · | · | 8% | -3% | ·
O=C(NCc1ccc(Cl)cc1)C1CCC(CNc2c(N3CCCC3)c(=O)c2=O)CC1 (stereo not drawn) | 10 | 765 | -13% | · | -4% | 6% | -2% | 10% | -7% | ·
COc1ccc2nc(Nc3nc4ccc(NC(C)=O)cc4s3)sc2c1 | -26 | 490 | · | 1.7% | -15% | 8% | -21% | 16% | -9% | -4.5%
CCN(CC(=O)Nc1sc2c(c1C#N)CCC(C)C2)CC(=O)NC1CCS(=O)(=O)C1 (stereo not drawn) | -8 | 745 | -16% | -1.6% | 2% | 2% | 0% | -7% | -6% | -5.6%
Cc1ccccc1C(=O)NC1CCS(=O)(=O)C1 (stereo not drawn) | 3 | 812 | 7% | -1.7% | 0% | -1% | -8% | -1% | -6% | -10%
COc1ccc(S(=O)(=O)N2CCC(C(=O)N[C@H](C(=O)NCc3ccco3)C(C)C)CC2)cc1 | -2 | 688 | 13% | · | 0% | · | · | -1% | -6% | ·
CCNc1c(NS(=O)(=O)c2ccc(Cl)s2)c(=O)oc2ccccc12 | -6 | 802 | 0% | · | -2% | · | · | 2% | -9% | ·
NCCCCCC(=O)N/N=C/c1ccc2nccnc2c1 | 5 | 781 | 6% | · | 0% | · | · | 7% | -12% | ·
COc1ccc(OCC(=O)N(C)Cc2ccccc2)cc1 | · | · | 3% | · | -1% | 0% | -9% | -3% | -2% | -5.0%
CC1CN(CC(O)COC(c2ccccc2)c2ccccc2)CC(C)O1 (stereo not drawn) | -1 | 500 | 5% | 0.3% | 1% | 0% | 3% | 2% | -5% | -4.7%
COC(=O)c1c(C(=O)OC)c(-c2ccc(OC)cc2)n2c1CS(=O)C2 (stereo not drawn) | · | · | 12% | · | -4% | · | · | -2% | -2% | ·
c1ccc(-c2ccc3c(c2)c2c4n3CCN=C4CCC2)cc1 | · | · | 2% | -0.5% | -2% | 6% | 17% | 4% | 3% | -17%
COc1ccc(OC)c(Nc2nc(-c3sc(NC(=O)c4ccccc4)nc3C)cs2)c1 | · | · | 7% | -0.8% | 1% | 7% | -2% | -9% | -4% | -8.0%
O=C1C(=O)N(C2CCS(=O)(=O)C2)C(c2cccc(O)c2)/C1=C(/O)c1ccc(Cl)cc1 (stereo not drawn) | 4 | 686 | 16% | · | 11% | · | · | -1% | -10% | ·
COc1ccccc1N1CCN(C(=O)CSc2nnc(NC(=O)C(C)C)s2)CC1 | 10 | 753 | -5% | -1.2% | 3% | -3% | 27% | -7% | -3% | -4.5%
O=C(Nc1ccc(F)cc1)c1ccc(S(=O)(=O)N2CCOCC2)o1 | 7 | 711 | 12% | · | 5% | -3% | -2% | 10% | -7% | ·
O=C(Nc1ccc2c(c1)OCO2)C(=O)c1c[nH]c2ccccc12 | -2 | 703 | -165% | · | -1% | · | · | 33% | -6% | ·
COc1cc(S(=O)(=O)N2CCCCC2)ccc1NC(=O)c1ccncc1 | 0 | 804 | 6% | · | -2% | · | · | 7% | -3% | ·
Cn1nc(C(F)(F)F)c(C(=O)Nc2ccc(F)cc2F)c1Sc1cccc(Cl)c1 | · | · | -9% | 3.5% | 0% | 0% | -4% | 21% | 6% | -1.6%
Cc1cc(C)cc(S(=O)(=O)c2cn(C)c3cc(N4CCN(C)CC4)c(F)cc3c2=O)c1 | -13 | 672 | -3% | · | -2% | · | · | 3% | -8% | ·
CC(=O)OCCn1c(Br)nc2c1c(=O)[nH]c(=O)n2C | · | · | 12% | -2.2% | -4% | 3% | -3% | 0% | -11% | -2.3%
O=C(CC(Cc1ccccc1)C(=O)O)Nc1ccc(F)cc1 (stereo not drawn) | -18 | 788 | 5% | · | 2% | · | · | 12% | -5% | ·
O=c1c(Cc2ccccc2)c(O)ccn1Cc1ccco1 | -6 | 703 | -23% | 0.0% | -1% | 14% | -4% | -5% | 6% | -3.3%
O=C(Nc1cccc(/C=C/c2nc3ccccc3c(=O)[nH]2)c1)c1ccccc1Cl | 12 | 758 | 0% | · | 1% | 9% | 3% | 29% | 1% | ·
Cc1ccc(N2CC(C(=O)Oc3cccc(N4C(=O)CCC4=O)c3)CC2=O)cc1 (stereo not drawn) | 3 | 675 | 8% | -2.2% | 5% | 2% | 6% | -9% | -1% | 4.1%
NNC(=O)CCc1c[nH]c2ccccc12 | -53 | 743 | -8% | -3.4% | 3% | 4% | 25% | 1% | -2% | -8.2%
Cc1ccc(-c2nnc(Cc3ccc([N+](=O)[O-])cc3)o2)cc1 | -11 | 780 | -31% | -0.3% | -7% | 1% | 0% | 10% | -7% | -6.0%
CCOC(=O)N1CCN(C(=O)c2cn(CC(C)C)c(=O)c3c2c2ccccc2n3C)CC1 | · | · | 8% | -0.2% | -9% | -10% | 0% | 0% | -7% | -7.4%
O=C(NC1CCCC1)C(c1ccccn1)N(C(=O)c1csnn1)C1CC1 (stereo not drawn) | 0 | 671 | 8% | -2.0% | 7% | 0% | 3% | 9% | -1% | -0.2%

Ordered by the number under P. falciparum M17LAP (largest number first): some entries from above.
smiles	HEK293 NOD2/NF-kB	SIAH1 antagonists	P. falciparum M1AAP	P. falciparum M17LAP	AID2073	LYP phosphatase	XIAP displacement
NNC(=O)CCc1c[nH]c2ccccc12	-8%	3%	4%	25%	1%	-2%	-8.2%
O=C(NC1CCCC1)C(c1ccccn1)N(C(=O)c1csnn1)C1CC1 (stereo not drawn)	8%	7%	0%	3%	9%	-1%	-0.2%
Cc1ccc(-c2nnc(Cc3ccc([N+](=O)[O-])cc3)o2)cc1	-31%	-7%	1%	0%	10%	-7%	-6.0%
O=c1c(Cc2ccccc2)c(O)ccn1Cc1ccco1	-23%	-1%	14%	-4%	-5%	6%	-3.3%

Screens from PubChem.

This is a subset. The share of hits here may be higher or lower than overall.
